D2 PAM – D2 dopamine receptor (human) potentiation | P14416 | HEK293 T-REx D2, calcium flux, EC20 dopamine potentiation | potentiation, % at 10 µM | actives 0.34% (n = 340,000);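 active means potentiation over 3 SD above the plate norm, cut at about 30% in these data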; further: 0% is about no effect
Target sequence (P14416 whole entry, looked up): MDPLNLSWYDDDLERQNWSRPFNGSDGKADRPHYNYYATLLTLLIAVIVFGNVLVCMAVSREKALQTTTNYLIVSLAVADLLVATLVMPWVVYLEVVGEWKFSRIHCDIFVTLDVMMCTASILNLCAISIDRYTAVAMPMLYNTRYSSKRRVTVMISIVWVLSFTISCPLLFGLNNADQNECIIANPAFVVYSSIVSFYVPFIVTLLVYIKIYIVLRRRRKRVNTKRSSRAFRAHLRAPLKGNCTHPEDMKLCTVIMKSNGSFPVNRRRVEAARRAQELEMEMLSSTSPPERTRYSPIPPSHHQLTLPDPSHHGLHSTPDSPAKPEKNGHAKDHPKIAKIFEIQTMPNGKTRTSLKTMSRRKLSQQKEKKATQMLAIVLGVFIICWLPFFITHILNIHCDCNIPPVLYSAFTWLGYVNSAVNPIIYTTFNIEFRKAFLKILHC
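Using a no-wash calcium dye in inducible, force-coupled HEK293 Trex cells expressing D2, we tracked fluorescence each second for 180 s after compound, then for 180 s after EC20 dopamine to detect augmented signalling.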
D1 potentiator – human D1 dopamine receptor positive modulation. P21728. HEK293 TREx D1 cells, calcium flux, dopamine EC20 potentiation. potentiation, % at 10 µM. actives 0.036% (n = 360,000). AID 504651; in the data active means potentiation above about 30%; further: 0% is about no effect
Target sequence (P21728 whole entry, looked up): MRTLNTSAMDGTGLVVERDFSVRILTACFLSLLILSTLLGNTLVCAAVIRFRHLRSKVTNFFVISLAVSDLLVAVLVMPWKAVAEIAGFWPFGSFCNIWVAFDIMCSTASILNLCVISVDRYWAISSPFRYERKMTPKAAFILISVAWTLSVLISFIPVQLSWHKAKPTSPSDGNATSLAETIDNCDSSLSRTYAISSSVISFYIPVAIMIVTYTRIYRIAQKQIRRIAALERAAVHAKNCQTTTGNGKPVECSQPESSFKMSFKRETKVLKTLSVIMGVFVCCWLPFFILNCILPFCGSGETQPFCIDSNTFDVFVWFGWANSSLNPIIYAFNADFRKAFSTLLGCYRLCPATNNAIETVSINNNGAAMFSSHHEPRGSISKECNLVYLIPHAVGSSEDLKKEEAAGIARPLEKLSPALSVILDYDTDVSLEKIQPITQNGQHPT
D1 agonist – human D1 receptor agonism; HEK293 T-REx D1 cells, calcium flux, agonist mode; activation, % at 2 µM; actives 1% (n = 360,000); in the data active means activation above about 30%; further: 0% is about no effect
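Tetracycline-induced HEK293 TREx D1 cells, force-coupled to calcium signalling, were dye-loaded with a no-wash calcium kit. Compound was pin-added after a 10 s baseline. Fluorescence was read kinetically at 1 cycle/s for 180 s, with calcium rises flagged as agonism.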
Anesthetic bind – candidate novel general anesthetic via apoferritin binding; Potency, µM (highest dose often 77.5 µM), inactives show at the top dose activity change, negative = displacement, hits mostly inhibitors; apoferritin/1-aminoanthracene competitive binding, fluorescence; actives 0.074% (n = 350,000); AID 485281; further: potency means the concentration at half of the fitted maximal effect; on the % scale 0 is the no-effect control and ±100 the full control effect; nearly all actives have a fitted effect of over 20% in size
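Apoferritin-based anesthetic binding model; compound displacement of fluorescent 1-AMA measured as endpoint fluorescence after 10 minutes at room temperature, scaled to free-ligand and complex controls.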
D1 antag – human D1 dopamine receptor antagonism. P21728. HEK293 TREx D1 cells, calcium flux, dopamine EC80; stronger effect = lower value. activity change, negative = inhibition, % at 10 µM. actives 3.2% (n = 360,000). AID 504652; in the data active means activity change below about -30%; further: on the % scale 0 is the no-effect control and ±100 the full control effect
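Tetracycline-induced HEK293 Trex D1 cells, force-coupled to calcium, dye-loaded; compounds added and read 180 s, then EC80 dopamine added and calcium flux tracked kinetically another 180 s.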
TRHR PAM – allosterically enhances the human TRH receptor; TRHR cells, fluo-8 calcium fluorescence, EC20 TRH enhancement; enhancement, % at 2 µM; actives 0.66% (n = 360,000); AID 493056; in the data active means enhancement above about 30%; further: 0% is about no effect
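Enhancer read-out: after compound pinning and an initial kinetic agonist-mode read, an EC20 of TRH (10 nM final) was injected and fluo-8 calcium signal (Ex 480/Em 530) followed at 1 s/cycle for 100 cycles in TRHR-expressing cells.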
RXFP1 antag – RXFP1 (human) relaxin receptor antagonism; activity change, negative = inhibition, % at 57.5 µM; actives 0.59% (n = 350,000); Q9HBX9; HEK293-RXFP1, relaxin-stimulated cAMP HTRF, 30 min; stronger effect = lower value;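 active means activity change of -60% or lower, but not beyond a set lower limit; inconclusive means change between -60% and -40%, or beyond the set limit; inactive means change above -40%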; further: on the % scale 0 is the no-effect control and ±100 the full control effect
TRHR ag – activates the human TRH receptor | P34981 | TRHR cells, calcium flux fluo-8, FDSS agonist mode | activation, % at 2 µM | actives 0.18% (n = 360,000) | AID 493084; in the data active means activation above about 30%; further: 0% is about no effect
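Fluo-8-loaded TRHR cells; 10 s baseline, compound added, kinetic Ca2+ fluorescence read 1/s, agonist mode.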
RXFP1 agonist – RXFP1 (human) receptor agonism. Potency, µM (top dose mostly 57.5 µM), inactives show at the top dose activation, actives largely listed as activators. HEK293T-RXFP1 cAMP TR-FRET, 30 min; response scale: percent of porcine relaxin response, buffer zero. AID 2676. actives 0.3% (n = 370,000); further: potency means the concentration at half of the fitted maximal effect; on the % scale 0 is the no-effect control and ±100 the full control effect; nearly all actives have a fitted effect of over 60% in size; many of its hits are not listed in these tables
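cAMP rise read by TR-FRET after 30 min, 37C compound exposure (up to 58 uM) in RXFP1-transfected HEK293 cells with Ro 20174 present. EC50 from Hill-equation fits, with 29 nM porcine relaxin as 100% and buffer as basal.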
An asterisk follows results filed as active; ? = inconclusive; / = not tested or not shown; & = joins results of further samples. Unless noted, the call rests on the fitted dose curve; in most records, active means well fitted curve in the direction sought with a large enough effect; inconclusive means small, poorly fitted or top-dose-only effect, or another doubt; inactive means no such curve, though single readings can be large; an effect the other way counts as inactive or inconclusive.

entry	D2 PAM	D1 potentiator	D1 agonist	Anesthetic bind	D1 antag	TRHR PAM	RXFP1 antag	TRHR ag	RXFP1 agonist	compound
1	6	-11	1	-10%	5	-1	-8	0.5	-0.8%	COc1ccc(C(=O)Nc2ccc3c(c2)nc(CN2CCN(C(C)=O)CC2)n3C)cc1
2	1	-2	2	-7%	-7	-2	/	-1.4	6.0%	Cc1cn2c(=O)cc(COc3cc(C)c(Cl)c(C)c3)nc2s1
3	-12	-1	4	4%	-12	1	0	-0.3	-2.2%	COc1ccc(N(C(=O)CNC(=O)c2ccco2)C(C(=O)NCC2CCCO2)c2ccccc2)cc1OC (stereo not drawn)
4	0	-11	3	-12%	-17	-3	-26	0.2	4.3%	O=C(CSc1ccc([N+](=O)[O-])cn1)Nc1ccc2[nH]c(=O)[nH]c2c1
5	8	-1	4	1%	-4	0	7	1.0	0.7%	COc1ccccc1-c1nc(N)n[nH]1
6	/	-5	0	-7%	-7	-4	-1	0.1	-0.5%	CCCCn1c(SCC(=O)NCCc2ccc(OC)c(OC)c2)nc2c1c(=O)n(C)c(=O)n2C
7	26	-7	-2	8%	11	1	-9	0.4	-1.7%	CCN(CC)c1ncnc2scc(C3COc4ccccc4O3)c12 (stereo not drawn)
8	-14	-6	4	-1%	3	-2	-31	-0.1	8.9%	Cc1cc(OCC(=O)Nc2nccs2)c2c(C)cc(=O)oc2c1
9	-9	0	12	-3%	-4	0	-22	0.4	-0.5%	Cc1cc(C)c(S(=O)(=O)N2CCCC(C(=O)NCc3cccnc3)C2)c(C)c1 (stereo not drawn)
10	7	-8	19	?	-22	9	-1	-0.8	0.5%	Clc1ccccc1/C=C/c1ccnc2ccccc12
11	9	2	9	-13%	2	5	-22	4.6	4.2%	COCCCn1c(O)c(/C=C2\N=C(C#N)C(=Nc3ccc(C)cc3)O2)sc1=S
12	-15	-1	1	-16%	1	3	4	-0.3	-1.1%	CCc1cccc(NC(=O)NC2CCCCC2)c1
13	8	12	3	8%	15	-4	-3	-0.5	-1.2%	O=C1CCCC2(O)C1C(c1cccc(Br)c1)NC(=O)N2Cc1ccccc1 (stereo not drawn)
14	9	-2	3	-3%	5	-5	-4	0.4	3.2%	COc1ccc(-n2ncc3c2ncn2nc(COc4ccc(Cl)cc4)nc32)cc1
15	-2	2	1	-5%	11	0	-15	-0.6	-0.5%	CC(=O)Nc1ccccc1OCc1cnc(Cl)s1
16	3	-7	1	-11%	-10	-1	-3	1.0	3.1%	CCn1c(O)c(C2=c3ccccc3=NC2=O)c2cc(Br)ccc21
17	9	2	-1	-11%	14	4	-10	-0.6	?	Cn1c(=O)c2c(SCC(=O)NCC3CCCO3)nc(-c3ccccc3Cl)nc2n(C)c1=O (stereo not drawn)
18	8	-2	-2	-5%	3	-15	/	0.7	-1.1%	CC(C)(C)OC(=O)NCCCC[C@H](NC(=O)c1nc[nH]c1C(=O)NC(c1ccccc1)c1ccccc1)C(=O)OC(C)(C)C
19	-1	2	0	/	24	-1	/	0.1	0.1%	[O-]/[N+](=C\c1ccccc1)c1ccc(Br)cc1
20	5	-2	5	-13%	-22	-4	-8	-0.2	-0.1%	Cc1ccc(S(=O)(=O)NCCc2csc3nc(-c4ccccc4F)nn23)cc1C
21	-3	-2	2	4%	-3	-4	-6	1.1	0.5%	COCCn1nnnc1C(C(C)C)N1CCN(C(=O)c2ccco2)CC1 (stereo not drawn)
22	-6	5	3	6%	-35*	0	5	-0.6	-0.5%	COc1ccc(C(=O)NNC(=S)NC(=O)/C=C/c2cccs2)cc1
23	-7	1	8	-8%	2	-4	4	-0.2	-0.8%	CCC(=O)N1CCN(c2ccc(NC(=O)c3ccc4c(c3)OCCO4)cc2)CC1
24	4	-2	3	-4%	6	-4	1	0.0	-1.7%	COc1ccccc1NC(=S)NCc1cccs1
25	6	-2	0	-15%	-3	0	-7	-0.2	1.0%	C/C(Cn1nc([N+](=O)[O-])cc1C)=N\NC(=O)c1ccc(O)cc1O
26	21	0	0	6%	4	0	/	0.1	-0.4%	CCc1cccc(NC(=O)Cn2c(=O)n(-c3cccc(Cl)c3)c(=O)c3c2c2cc(C)ccc2n3C)c1
27	10	-1	9	/	9	7	-15	1.4	-0.5%	Cc1ccc(S(=O)(=O)NCC(NCc2ccc(F)cc2)c2ccccc2)cc1 (stereo not drawn)
28	4	-5	2	-14%	29	4	/	0.2	0.0%	CC(C)(C)OC(=O)NCCCC[C@H](NC(=O)c1nc[nH]c1C(=O)NC1CCN(C(=O)OC(C)(C)C)CC1)C(=O)OC(C)(C)C
29	2	-1	1	-13%	-13	8	0	0.7	5.5%	COc1ccccc1OCC(=O)Nc1cc2c(cc1C(=O)O)OCCCO2
30	7	1	0	-5%	0	-6	/	0.2	0.9%	Cc1cc(C(=O)NCCCN2CCOCC2)n(-c2ccccc2)n1
31	5	-2	1	-5%	5	2	-1	-0.1	0.4%	O=C(NCCCN1CCCC1=O)C(=O)NCC1OCCN1S(=O)(=O)c1ccc(Cl)cc1 (stereo not drawn)
32	-18	-4	3	-17%	-19	-7	-35	-0.2	7.7%	C=C(C)CNC(=S)Nc1sc2c(c1C(=O)OCC)CC(C)(C)OC2
33	14	-2	2	-17%	-6	0	-18	-0.1	-2.8%	O=C(Oc1ccc(=O)n(-c2ccccc2)n1)c1ccc(Cl)cc1
34	0	-21	2	3%	1	-2	0	-1.2	-0.4%	CCOC(=O)C(NC(=O)CC)C(O)c1cccc([N+](=O)[O-])c1 (stereo not drawn)
35	-10	0	3	-10%	-1	4	1	0.1	2.0%	Cc1cc(C(=O)CSc2nnc(N)s2)c(C)n1-c1c(C)n(C)n(-c2ccccc2)c1=O
36	-16	-2	6	-20%	-2	-11	-13	-0.1	1.7%	CCOC(=O)N/N=C/c1c(C)c(C(=O)c2ccc(F)cc2)n2ccccc12
37	3	-6	9	-10%	-24	2	2	0.5	3.0%	Cn1c(=O)c2ncn(CC(=O)Nc3nc(-c4ccc(Cl)cc4)cs3)c2n(C)c1=O
38	0	-1	6	-8%&-5%	-30*	4	/	-0.5	-0.9%	C[C@@H](C(=O)Nc1ccc2ccccc2c1)[C@@H]1C[C@@]1(C)[C@@H](NC(=O)c1cnccn1)c1ccccc1
39	4	5	0	0%	-14	-2	-10	-0.1	-2.5%	CC1CCN(C(=O)C2CCN(S(=O)(=O)c3ccc(-n4cnnn4)cc3)CC2)CC1
40	-3	-4	2	10%	0	2	9	0.3	-2.0%	O=C(/C=C1\SC(=O)NC1=O)Nc1ccc(C(=O)O)cc1
41	0	0	1	-6%	1	-1	-2	0.3	-0.5%	CNC(=O)C1CCC(=O)N1Cc1ccc(C)cc1 (stereo not drawn)
42	5	9	2	-18%	-6	14	/	-0.4	-1.7%	O=C(c1ccco1)N1CCN=C1SCc1ccccc1F
43	-7	0	1	?	0	-2	4	-1.1	1.0%	O=C(CSc1nnnn1C1CCCC1)Nc1ccc2c(c1)OCCO2
44	-13	-2	2	-9%	-4	-3	-8	0.7	2.0%	CC(C)OC(=O)CSc1nnc(-c2ccncc2)n1N
45	-4	-8	5	-22%	-9	-6	1	-2.3	1.8%	COc1cc(C(C)=O)ccc1OCC(=O)Nc1ccccc1N1CCCC1
46	8	-1	3	0%	0	-3	5	0.2	-0.3%	CC(=O)Nc1ccc(S(=O)(=O)NC2(C(F)(F)F)C(=O)Nc3c2c(=O)[nH]c(=O)n3C)cc1 (stereo not drawn)
47	2	-7	1	8%	13	-5	-1	-1.0	0.4%	CC(=O)C1=C(C)Nc2ncnn2C1c1ccccc1OCc1ccccc1 (stereo not drawn)
48	-6	12	2	-7%	-2	0	-1	0.1	1.0%	CCCCN1C(=O)c2ccc(C(=O)Nc3cccc(C)c3C)cc2C1=O
49	-9&5	-6&0	2&2	0%&5%	-6&-2	-8&17	-4&-9	-0.1&-0.2	0.1%&1.7%	CN(C)c1ccc(CNC(=O)CCS(=O)(=O)c2ccc3c(c2)oc(=O)n3C)cc1
50	12	-1	10	-1%	-12	2	/	1.3	?	COc1ccc(S(=O)(=O)N2CCN(CC(=O)Nc3ccc(Cl)c(C(F)(F)F)c3)CC2)cc1
51	-4	-3	2	-16%	-7	-1	11	-0.3	3.7%	Cc1cc(NC(=O)CC(CN(C)S(=O)(=O)c2ccccc2)c2ccccc2)no1 (stereo not drawn)
52	-2	4	4	6%	-5	-4	1	-0.1	-0.6%	Cc1ccc2nc3c(nc2c1C)CCCC3
53	-1	-3	1	-11%	-3	-6	-5	-0.6	5.0%	C=CCNC(=O)CCNS(=O)(=O)c1ccc(Br)cc1

An excerpt. The share of hits here may be higher or lower than overall.
